IMPase Li cell – IMPase inhibition in cells with lithium potentiation. 210,000 compounds, 0.35% hits. CHO-M1 cells, IP1 TR-FRET (IP-One), carbachol + lithium. Potency, µM (titrated, usually from 59.4 µM), for the others: at the highest dose activity, negative = IMPase inhibition, usual class: inhibitors. AID 1457;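 further: IP1 builds up when IMPase is blocked and the TR-FRET signal falls; plate controls were basal vehicle for no effect and high inhibitor control for full effect; nearly all actives have a fitted effect of over 50% in size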
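CHO-M1, 2000 cells/well, 16–30 h culture; cpd + low Li+, 30 min 37C; lysis with d2-IP1/Eu-anti-IP1 Ab, 10 min RT; TR-FRET 665/620 ratio and 620 channel; AC50 via Hill.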
HTT ATP protect – protects HTT-Q103 PC12 cells, measured by ATP; PC12 HTT-Q103 induced, cytoprotection, ATP luminescence, 40 h; Potency, µM (highest dose often 56.4 µM), inactives show cytoprotection (ATP increase), most hits filed as activators; 230,000 compounds, 0.14% hits; AID 1471;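 further: % of control where 0% means no effect; nearly all actives have a fitted effect of over 45% in size; toxic huntingtin expression switched on by the ecdysone agonist tebufenozide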
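Huntington model: PC12 line, ecdysone-inducible HTTQ103 exon1–GFP, tebufenozide 100 nM. Test articles in a dose series. Endpoint luminescence from cellular ATP.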
HttQ103 aggreg – mutant huntingtin aggregation inhibition; PC12 HttQ103-GFP aggregates, Acumen cytometry, 40 h; Potency, µM (titrated, usually from 46.1 µM), for inactives: top-dose activity change, negative = inhibition, usual class: inhibitors; AID 1688; 220,000 compounds, 1.1% hits; further: on the % scale 0 is the no-effect control and ±100 the full control effect; nearly all actives have a fitted effect of over 60% in size
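PC12/HTTQ103-GFP, ecdysone-inducible; teb 100 nM; cpd qHTS titration; GFP aggregates read on laser cytometer, Ex 488/Em 500-530 nm.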
RGS12 GoLoco inh – RGS12 GoLoco-Gai1 interaction inhibition; P63096; Gai1:RGS12 GoLoco peptide FP, rhodamine, 10 min; Potency, µM (top dose mostly 61.6 µM), without a hit: at the highest dose activity, negative = inhibition, actives largely listed as inhibitors; 230,000 compounds, 0.44% hits; active means well fitted inhibition curve with a large enough effect, not every such curve was filed as active; inactive means no such curve, though single readings can be large or run the other way; further: on the % scale 0 is the no-effect control and ±100 the full control effect; nearly all actives have a fitted effect of over 30% in size; many of its hits are not listed in these tables
Target sequence (P63096 whole entry, looked up): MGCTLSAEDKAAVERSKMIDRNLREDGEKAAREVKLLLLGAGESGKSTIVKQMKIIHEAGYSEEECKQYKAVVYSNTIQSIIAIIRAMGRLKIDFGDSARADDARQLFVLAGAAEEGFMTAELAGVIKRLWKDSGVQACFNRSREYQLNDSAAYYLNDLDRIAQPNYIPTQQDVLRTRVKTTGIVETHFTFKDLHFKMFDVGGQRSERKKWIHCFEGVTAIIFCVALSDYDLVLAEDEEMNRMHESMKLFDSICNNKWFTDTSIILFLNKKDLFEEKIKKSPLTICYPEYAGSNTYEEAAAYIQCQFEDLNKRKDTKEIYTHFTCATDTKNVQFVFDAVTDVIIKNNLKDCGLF
GAA inh – inhibitors of human lysosomal alpha-glucosidase. P10253. Potency, µM (top dose mostly 76.9 µM), for inactives: at the highest dose activity change, negative = inhibition, usual class: inhibitors. 200,000 compounds, 0.005% hits. purified human GAA, 4-MU-alpha-glucoside fluorescence. AID 1466;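 further: plate controls were uninhibited enzyme wells for no effect and no-enzyme background for full effect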
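Endpoint fluorogenic read: 20 min room-temperature reaction of 4 nM human alpha-glucosidase with 400 uM 4-methylumbelliferyl-alpha-D-pyranoside, pH 5.0, quenched with 1M NaOH/1M glycine pH 10. AC50 from Hill modeling.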
GAA glycogen mod – inhibitors or activators of human alpha-glucosidase glycogen cleavage; P10253; recombinant GAA, glycogen substrate, Amplex Red glucose oxidase fluorescence; Potency, µM (highest dose often 76.4 µM), inactives show top-dose activity change, negative = inhibition, usual class: inhibitors; 300,000 compounds, 0.38% hits; AID 2100;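 further: 0% = full enzyme reaction and -100% = no-enzyme basal signal; the screen sought inhibitors and activators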
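qHTS, 1536-well; enzyme 4 nM final; cpd up to 77 uM; substrate bovine liver glycogen 30 ug; 50 mM citrate/phosphate pH 5.0, 0.01% Tween-20; 37 C, 40 min; Amplex Red detection 45 min RT; Hill fit → AC50.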
aGlu spleen mod – lysosomal alpha-glucosidase (human) modulation. AID 2112. 240,000 compounds, 0.006% hits. human spleen homogenate, 4-MU-alpha-glucoside fluorescence. P10253. Potency, µM (top dose mostly 79.9 µM), without a hit: at the highest dose activity change, negative = inhibition, most hits filed as inhibitors;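 further: 0% = enzyme with vehicle and -100% = no enzyme basal signal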
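Human spleen homogenate (1 ug) with 4-methylumbelliferyl-alpha-D-glucopyranoside (1 mM final) in 50 mM citrate/phosphate pH 5.0, 0.01% Tween-20; 40 min at 37 C. Stopped at pH 10; 4-MU fluorescence Ex 365/Em 440 nm; AC50 by Hill fit.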
Starred values were filed as active, the others as inactive; ? = inconclusive; . = no result given; [ ] = dose if it differs, or a comment. Unless noted, the call rests on the fitted dose curve; in most records, active means well fitted curve in the direction sought with a large enough effect; inconclusive means small, poorly fitted or top-dose-only effect, or another doubt; inactive means no such curve, though single readings can be large; an effect the other way counts as inactive or inconclusive. Potency means the concentration at half of the fitted maximal effect.

SMILES	IMPase Li cell	HTT ATP protect	HttQ103 aggreg	RGS12 GoLoco inh	GAA inh	GAA glycogen mod	aGlu spleen mod
CSCc1nnc(NC(=O)c2ccc(S(=O)(=O)N(C)C)cc2)o1	-13.5%	-13.1%	-17.5%	-4.2%	-6.7%	-1.8%	.
CC(=O)N1CC2([N+](=O)[O-])CN(C(C)=O)CC([N+](=O)[O-])(C1)C2(C)C	-6.7%	.	15.1%	2.3%	-6.9%	0.1%	-0.5%
Cc1ccc(NC(=O)CN(C)CC(=O)Nc2cccc(F)c2)cc1S(=O)(=O)N1CCCCCC1	12.1%	-50.4%[inhibitor]	12.6%	-4.9%	?	-9.8%	-2.3%
Cc1ccc(S(=O)(=O)N2CCN(CC(O)c3ccccc3)CC2)cc1 (configuration not stated)	2.3%	-35.6%	0.1%	-7.6%	-3.4%	-11.6%	5.8%
O=S(=O)(N1CCCCC1)N1CCN(c2ccc(F)cc2)CC1	-1.5%	14.0%[10 µM]	-20.6%	-4.6%	9.6%	4.8%	5.6%
Cc1cccc(-n2c(SCC(=O)O)nc3sc4c(c3c2=O)CCC4)c1	.	20.8%[10 µM]	17.2%[9.22 µM]	-2.6%	.	8.5%	6.7%
Cc1nnc(SCC(=O)N2CCc3ccccc32)n1-c1ccccc1	-9.3%[38.3 µM]	-2.3%	-5.6%	4.3%	1.2%	8.5%	-2.4%
Cc1ccc(SC(C)C(=O)Nc2ccncc2)cc1 (configuration not stated)	36.1%[38.3 µM]	-14.0%	-28.5%	-12.6%	-6.2%	-0.4%	2.2%
CCOc1ccc(N=C(/C(C(=O)C(=O)N2CCOCC2)=C(\O)c2ccccc2)c2ccccc2)cc1	5.8%	.	9.2%	4.6%	-1.7%	-4.7%	-5.5%
CCOc1ccccc1NC(=O)c1cccc(S(=O)(=O)N(Cc2ccccc2)c2ccccc2OC)c1	7.2%	20.8%[10 µM]	3.2%	1.1%	-6.2%	-6.5%	-13.4%
COc1ccc(/C=C/C(=O)NCc2c(C)nn(C)c2C)cc1COc1ccc(Br)cc1	1.3%[38.3 µM]	-85.9%[inhibitor]	-30.8%	5.8%	-5.6%	-1.5%	-4.3%
COc1ccc(C(C[N+](=O)[O-])c2c(-c3ccccc3)cc3ccccn23)c(OC)c1 (configuration not stated)	61.3%[activator][38.3 µM]	17.9%	?	38.1%[activator]	-0.2%	-7.1%	2.4%
COC(=O)CNC(=O)COC(=O)c1cc(Cl)cc(Cl)c1N	-2.1%	-6.4%[10 µM]	-25.4%	13.8%	?	4.1%	-19.2%
O=C(O)c1cccc(N2C(=O)C3C4C=CC(C4=C(c4ccccc4)c4ccccc4)C3C2=O)c1 (configuration not stated)	?	-11.0%	0.3%	-30.2%	?	-2.7%	7.8%
O=C(COC(=O)CCc1c[nH]c2ccccc12)NCc1ccccc1	7.4%	13.6%[10 µM]	-5.5%	-4.3%	4.4%	-3.7%	-3.8%
CCc1cc2c(=O)c(-c3nc4ccccc4n3C)c(C)oc2c(CN2CCN(CCO)CC2)c1O	-5.0%[38.3 µM]	-23.2%	-20.1%	0.5%	2.2%	-9.2%	-7.6%
COC(=O)c1ccccc1NC(=O)NC1CC1	-4.3%	-20.3%	13.6%[9.22 µM]	-4.0%	12.5%	7.6%	-1.5%
Cc1ccc(-c2noc(CCCC(=O)Nc3cccnc3)n2)cc1	1.4%[38.3 µM]	-20.9%[0.074 µM]	-7.2%	2.0%	2.6%	-13.0%	-13.4%
COc1ccc(N2CCN(C(=O)Cn3nnc(-c4ccccc4N)n3)CC2)cc1	-4.8%	-27.1%	-15.0%	-4.6%	?	-2.0%	-5.4%
CCCS(=O)(=O)N1CCCC(C(=O)NCCCN2CCCC2=O)C1 (configuration not stated)	-4.5%[38.3 µM]	8.4%	17.9%	2.6%	4.0%	2.7%	5.2%
OC(COC(c1ccccc1)c1ccccc1)CN1CCOCC1 (configuration not stated)	13.9%	-19.2%	10.1%	1.2%	-0.1%	0.3%	-13.0%
CC(C)Oc1ccc(Cc2cnc(N)nc2N)cc1	18.6%[38.3 µM]	-2.6%	-12.4%	7.5%	-4.6%	-1.5%	5.3%
CC(Sc1nnc(Cc2ccc3c(c2)OCO3)o1)C(N)=O (configuration not stated)	8.8%	1.3%[10 µM]	1.8%[9.22 µM]	-2.5%	?	-11.1%	2.6%
CCOC(=O)C1=C(CS(=O)(=O)c2ccccc2)NC(=O)NC1c1ccc(O)c(OC)c1 (configuration not stated)	.	-10.0%[10 µM]	18.5%[9.22 µM]	1.5%	.	-27.7%	2.6%
CC(NC(=O)/C(C#N)=C/c1ccc(C(=O)O)cc1)c1ccccc1 (configuration not stated)	-12.3%[38.3 µM]	-7.4%	10.2%	-15.9%	3.2%	7.4%	-2.9%
C=CCc1cccc2cc(C(=O)NC3CCCC3)c(=O)oc12	-2.2%	-20.6%	5.1%	10.1%	?	8.6%	4.6%
CCOC(=O)c1c(NC(=O)CSc2nnc(CNc3ccc(Cl)cc3)o2)sc(C)c1C	11.5%	24.2%[10 µM]	-13.4%	-4.2%	-4.4%	-2.1%	-5.4%
O=C(CSc1ccc(-c2ccc(F)cc2)nn1)N1CCCc2ccccc21	23.3%	10.5%[10 µM]	21.5%	3.1%	-1.3%	9.2%	-15.5%
COc1ccc(-c2noc(=O)n2CC(=O)N2CCC(Cc3ccccc3)CC2)cc1	2.0%	-11.1%[10 µM]	3.3%[9.22 µM]	-1.2%	1.3%	14.5%	-1.1%
Cc1ccc(OCc2n[nH]c(=S)n2Cc2ccccc2)cc1	17.1%	34.9%[10 µM]	38.6%[9.22 µM]	8.7%	?	3.0%	0.7%

Part of the list above in order of number of heavy atoms, descending.
SMILES	IMPase Li cell	HTT ATP protect	HttQ103 aggreg	RGS12 GoLoco inh	GAA inh	GAA glycogen mod	aGlu spleen mod
CCOc1ccccc1NC(=O)c1cccc(S(=O)(=O)N(Cc2ccccc2)c2ccccc2OC)c1	7.2%	20.8%[10 µM]	3.2%	1.1%	-6.2%	-6.5%	-13.4%
COc1ccc(-c2noc(=O)n2CC(=O)N2CCC(Cc3ccccc3)CC2)cc1	2.0%	-11.1%[10 µM]	3.3%[9.22 µM]	-1.2%	1.3%	14.5%	-1.1%
COc1ccc(N2CCN(C(=O)Cn3nnc(-c4ccccc4N)n3)CC2)cc1	-4.8%	-27.1%	-15.0%	-4.6%	?	-2.0%	-5.4%
Cc1ccc(S(=O)(=O)N2CCN(CC(O)c3ccccc3)CC2)cc1 (configuration not stated)	2.3%	-35.6%	0.1%	-7.6%	-3.4%	-11.6%	5.8%
COC(=O)CNC(=O)COC(=O)c1cc(Cl)cc(Cl)c1N	-2.1%	-6.4%[10 µM]	-25.4%	13.8%	?	4.1%	-19.2%
COC(=O)c1ccccc1NC(=O)NC1CC1	-4.3%	-20.3%	13.6%[9.22 µM]	-4.0%	12.5%	7.6%	-1.5%

Next records follow:
SMILES	IMPase Li cell	HTT ATP protect	HttQ103 aggreg	RGS12 GoLoco inh	GAA inh	GAA glycogen mod	aGlu spleen mod
CC(C)CC(N=Cc1c(O)c2ccccc2oc1=O)C(=O)O (configuration not stated)	-13.1%	8.1%	1.3%	13.1%	-5.9%	-2.7%	-7.1%
Cc1cccc(CSc2ncnc3c2cnn3Cc2ccccc2)c1	33.5%[38.3 µM]	-6.1%	-10.8%	-2.9%	-1.0%	0.8%	3.5%
CC1(C)NC(=O)N(CC(O)CN2CCCC2)C1=O (configuration not stated)	13.3%[38.3 µM]	-7.6%	-0.2%	-22.0%	-1.0%	7.0%	-7.0%
Cc1cccc(CCNC(=O)C2CCC(CNS(=O)(=O)c3cccs3)CC2)c1 (configuration not stated)	-3.9%	-37.7%[inhibitor]	1.1%	1.0%	6.9%	0.1%	-1.7%
O=C(Nc1ccccc1)N1CCC2(CC1)CCN(C(=O)c1cnccn1)CC2	-8.7%	3.55µM*	.	7.1%	.	.	-6.8%
Cc1cc(C)c(OCCCCNCc2ccccc2)c(Cl)c1	-0.6%[38.3 µM]	-4.4%	-10.3%	2.4%	5.9%	5.3%	-2.9%
COC(=O)c1c(C)oc(C)c1S(=O)(=O)N1CCCCC1	.	-12.6%[10 µM]	-3.8%[9.22 µM]	7.1%	-12.8%	0.7%	6.7%
Cc1ccccc1-n1nc(CSc2nc3ccccc3[nH]2)c(-c2ccccc2)c1N	.	4.1%[10 µM]	-17.4%	.	-13.8%	5.8%	-9.3%
COCCn1c(C)cc(C(=O)CSc2nc3ccccc3c(=O)n2C(C)COC)c1C (configuration not stated)	2.5%	-58.2%[inhibitor]	-9.7%	4.3%	1.1%	1.1%	0.5%
CC(C)Cn1c(N)c(C(=O)CSc2nnnn2C)c(=O)n(C)c1=O	-1.9%[38.3 µM]	-18.0%	?	3.4%	-0.4%	7.5%	1.2%
CCCCNC1=C(Br)C(=O)CC(C)(C)C1	16.0%[38.3 µM]	-4.0%	?	6.0%	-1.6%	4.3%	6.7%
COc1ccc(C(C)=O)cc1COc1ccc(Cl)cc1Cl	.	-1.6%[10 µM]	12.2%[9.22 µM]	-9.0%	-7.9%	8.1%	-2.0%
O=C(NCc1ccccc1)C1=C[C@H](c2ccc(Br)cc2)C[C@H](OCc2ccc(CO)cc2)O1	14.2%	7.6%[10 µM]	10.4%[9.22 µM]	7.0%	.	5.4%	-0.8%
CCOC(=O)c1c(-c2ccc(C)s2)csc1NC(=O)c1cccs1	-82.2%[38.3 µM]	-5.4%	-18.7%	6.3%	-2.8%	9.5%	9.3%
COc1ccc(/C=C/C(=O)c2oc3ccc(F)cc3c2C)cc1	4.7%	.	-6.6%	-8.5%	-8.4%	1.1%	5.3%
O=C(Nc1ccc(F)cc1F)Nc1ccc(F)cc1F	5.1%	7.9%[10 µM]	1.1%[9.22 µM]	10.1%	?	-3.5%	-1.6%
O=C1CCCN1CCCNc1ncnc2c1[nH]c1ccccc12	14.1%[38.3 µM]	-16.8%[0.074 µM]	10.3%	11.7%	-1.9%	-1.5%	-0.2%
CSCC[C@H](NC(=O)c1cc([N+](=O)[O-])ccc1Cl)c1nc2ccccc2[nH]1	8.9%	-0.8%[10 µM]	-16.1%	17.1%	0.1%	0.8%	0.0%
CC1=NN(c2ccccc2)C(=O)/C1=C/C=C/c1ccc(N(C)C)cc1	66.7%[activator]	-2.4%[10 µM]	?	155.0%[activator]	-5.8%	-3.2%	-0.5%
CC(C)OCCCNC(=O)Cc1ccc(F)cc1	6.7%	.	22.2%	-2.5%	4.6%	-4.7%	-8.2%

Source: PubChem BioAssay

Only part of the results is shown; rates above refer to the full screens.
